MCF10A rerep – induces DNA re-replication in MCF 10a normal breast cells. MCF 10A DNA re-replication, Hoechst nuclear intensity, 48 h. Potency, µM (doses to about 46.1 µM), for the others: top-dose activity, positive = re-replication, hits mostly activators. actives 2.9% (n = 350,000); further: potency means the concentration at half of the fitted maximal effect; % of control where 0% means no effect; nearly all actives have a fitted effect of over 50% in size
WRN inhibitor – WRN helicase (human) inhibition | actives 0.46% (n = 360,000) | Q14191 | AID 651768 | Potency, µM (doses to about 114 µM), without a hit: top-dose activity change, negative = inhibition, hits mostly inhibitors | WRN helicase unwinding, fluorescent forked duplex, kinetic; further: potency means the concentration at half of the fitted maximal effect; on the % scale 0 is the no-effect control and ±100 the full control effect; nearly all actives have a fitted effect of over 55% in size
Target sequence (Q14191 whole entry, looked up): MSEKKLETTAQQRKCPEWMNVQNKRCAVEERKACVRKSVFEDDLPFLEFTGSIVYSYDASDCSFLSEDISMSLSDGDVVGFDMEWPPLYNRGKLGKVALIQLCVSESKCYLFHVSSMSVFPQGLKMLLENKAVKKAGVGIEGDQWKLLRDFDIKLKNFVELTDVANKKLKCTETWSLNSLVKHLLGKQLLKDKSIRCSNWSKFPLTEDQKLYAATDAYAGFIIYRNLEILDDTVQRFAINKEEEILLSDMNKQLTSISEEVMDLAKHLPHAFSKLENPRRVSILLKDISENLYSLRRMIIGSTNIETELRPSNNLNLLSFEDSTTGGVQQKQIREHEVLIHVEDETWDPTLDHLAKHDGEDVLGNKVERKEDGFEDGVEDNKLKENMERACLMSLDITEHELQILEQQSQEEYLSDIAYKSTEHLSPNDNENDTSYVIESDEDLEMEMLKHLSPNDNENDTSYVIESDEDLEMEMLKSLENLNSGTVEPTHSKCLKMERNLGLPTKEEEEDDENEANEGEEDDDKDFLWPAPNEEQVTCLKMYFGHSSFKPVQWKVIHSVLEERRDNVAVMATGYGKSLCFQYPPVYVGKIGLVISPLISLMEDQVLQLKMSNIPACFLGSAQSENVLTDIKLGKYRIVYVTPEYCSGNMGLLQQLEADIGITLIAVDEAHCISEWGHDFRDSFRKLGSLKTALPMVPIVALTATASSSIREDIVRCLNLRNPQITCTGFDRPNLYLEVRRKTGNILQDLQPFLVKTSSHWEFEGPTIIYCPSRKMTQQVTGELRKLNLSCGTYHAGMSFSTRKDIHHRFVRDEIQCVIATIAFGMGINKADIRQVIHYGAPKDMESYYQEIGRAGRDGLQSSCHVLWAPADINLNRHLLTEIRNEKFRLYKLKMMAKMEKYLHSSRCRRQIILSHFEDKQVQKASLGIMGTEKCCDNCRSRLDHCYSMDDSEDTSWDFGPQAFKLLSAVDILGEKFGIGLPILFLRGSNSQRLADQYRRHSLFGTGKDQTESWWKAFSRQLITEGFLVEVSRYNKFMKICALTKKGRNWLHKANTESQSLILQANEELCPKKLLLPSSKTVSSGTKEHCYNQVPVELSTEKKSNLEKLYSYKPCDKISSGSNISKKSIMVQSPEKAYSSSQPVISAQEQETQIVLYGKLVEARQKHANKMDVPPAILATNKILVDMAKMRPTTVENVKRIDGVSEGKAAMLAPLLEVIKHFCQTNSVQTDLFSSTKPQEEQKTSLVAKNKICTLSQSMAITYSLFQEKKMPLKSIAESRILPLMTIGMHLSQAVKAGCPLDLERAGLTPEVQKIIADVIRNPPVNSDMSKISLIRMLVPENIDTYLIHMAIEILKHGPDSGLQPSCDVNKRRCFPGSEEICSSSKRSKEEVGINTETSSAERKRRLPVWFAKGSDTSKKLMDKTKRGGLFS
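Kinetic red-fluorescence monitoring (525/598 nm) tracks WRN helicase activity after 100 nM fluorophore-quencher forked duplex and 2 mM ATP are added to 20 nM enzyme pretreated 15 min at room temperature with compound.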
KB-3-1 cytotox – KB-3-1 parental cell cytotoxicity. KB-3-1 viability, CellTiter-Glo ATP luminescence, 72 h. Potency, µM (series often up to 46.1 µM), for the others: top-dose activity change, negative = cytotoxic, hits mostly cytotoxic. actives 1.4% (n = 400,000). AID 1347075; further: potency means the concentration at half of the fitted maximal effect; on the % scale 0 is the no-effect control and ±100 the full control effect; nearly all actives have a fitted effect of over 60% in size
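Parental KB-3-1 adenocarcinoma cells in phenol-red-free DMEM with 10% FBS were pin-treated with compounds at several concentrations, incubated 72 h at 37 °C, and viability read by CellTiter-Glo luminescence; concentration-effect curves were fitted after normalization.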
KB-V1 MDR tox – KB-V1 MDR subline cytotoxicity; KB-V1 MDR cells viability, CellTiter-Glo, 72 h; Potency, µM (series often up to 46.1 µM), for inactives: at the top dose activity change, negative = cytotoxicity, usual class: cytotoxic; actives 3.4% (n = 400,000); AID 1347076; further: potency means the concentration at half of the fitted maximal effect; on the % scale 0 is the no-effect control and ±100 the full control effect; nearly all actives have a fitted effect of over 60% in size
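Cells of the MDR subline KB-V1 are plated, dosed with compound at multiple concentrations, and incubated 72 h at 37 degrees C; CellTiter-Glo is then added and luminescence read after 10 min.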
SW480 rerep – DNA re-replication induction in SW480 cells; actives 1.8% (n = 340,000); AID 624297; SW480 DNA re-replication, Hoechst DNA content imaging, 48 h; Potency, µM (doses to about 46.1 µM), for the others: at the highest dose re-replication activation, hits mostly activators; further: potency means the concentration at half of the fitted maximal effect; % of control where 0% means no effect; nearly all actives have a fitted effect of over 55% in size
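Readout is total intensity of Hoechst-stained nuclei, excited at 405 nm and collected at 500-530 nm. Compound treatment lasted 48 hr at 37 C in 5% CO2 before staining.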
IL1B secr inh – inflammasome signaling inhibition, IL-1 beta readout; THP-1 LPS/ATP IL-1B secretion, AlphaLISA, 16 h; stronger effect = lower value; activity change, % at 57.5 µM; actives 4.7% (n = 360,000); AID 743279; in the data active means activity change below about -50%; inconclusive means mostly about -30% to -49%; further: on the % scale 0 is the no-effect control and ±100 the full control effect
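Secreted IL-1B measured by AlphaLISA bead assay after 16 h compound exposure of THP-1 cells; compounds (final up to 57.5 uM) added 1 h before LPS (250 ng/mL) and ATP (1.25 mM) stimulation; lower signal means less secretion.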
HT1080 IDH1KD tx – kills HT-1080 cells with IDH1 knockdown | actives 2% (n = 360,000) | Potency, µM (top dose mostly 46.1 µM), without a hit: at the highest dose activity, negative = toxicity, actives largely listed as cytotoxic | HT-1080 IDH1 knockdown viability, ATP luminescence, 48 h;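 further: potency means the concentration at half of the fitted maximal effect; 0% = DMSO wells and -100% = cell-free medium wells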
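% activity derives from luminescence (CellTiter-Glo), normalised to DMSO and no-cell wells. HT-1080-IDH1KD cells, 750/well, had 48 h compound exposure at 37 °C.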
HT1080-NT tox – kills 2HG-producing HT-1080-NT fibrosarcoma cells | HT-1080-NT fibrosarcoma viability, CellTiter-Glo ATP luminescence, 48 h | Potency, µM (top dose mostly 46.1 µM), inactives show at the highest dose activity, negative = less viability, usual class: cytotoxic | actives 1.6% (n = 360,000) | AID 686970;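 further: NT is the 2HG producing partner of a matched IDH1 knockdown line; potency means the concentration at half of the fitted maximal effect; 0% = DMSO-treated cells and -100% = media-only wells without cells; nearly all actives have a fitted effect of over 55% in size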
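Read-out is CellTiter-Glo luminescence after 10 minutes at room temperature, following 48 hours' compound treatment of HT-1080-NT cells (750 cells/well, RPMI, 5% FBS, 37 degrees C).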
ATXN2 expr inh – reduces ATXN2 reporter expression in HEK-293 cells | Potency, µM (titrated, usually from 57 µM), without a hit: at the highest dose activity change, negative = inhibition, hits mostly inhibitors | AID 1745845 | HEK-293 ATXN2-luciferase reporter, luminescence, 24 h | actives 0.72% (n = 360,000); further: potency means the concentration at half of the fitted maximal effect; on the % scale 0 is the no-effect control and ±100 the full control effect; nearly all actives have a fitted effect of over 55% in size
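ATXN2-luciferase reporter cells (luciferase flanked by upstream and downstream ATXN2 gene portions) were treated 24 h at 37 °C with compounds at up to 57 uM. SteadyGlo luminescence gave expression; GF-AFC fluorescence gave viability.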
Starred values were filed as active, the others as inactive; ? = inconclusive; · = no result given; & = joins results of further samples; [ ] = dose if it differs, or a comment. Unless noted, the call rests on the fitted dose curve; in most records, active means well fitted curve in the direction sought with a large enough effect; inconclusive means small, poorly fitted or top-dose-only effect, or another doubt; inactive means no such curve, though single readings can be large; an effect the other way counts as inactive or inconclusive.

Under each structure – MCF10A rerep	WRN inhibitor	KB-3-1 cytotox	KB-V1 MDR tox	SW480 rerep	IL1B secr inh	HT1080 IDH1KD tx	HT1080-NT tox	ATXN2 expr inh
- Cc1ccc(-c2csc(SCC(=O)c3c(N)n(C4CC4)c(=O)[nH]c3=O)n2)cc1
  10.1%	-5.7%	-7.9%	-0.8%	-0.4%	22.2	-6.1%	0.9%	1.3%
- CN(C)CCCN(C(=O)c1ccc(S(=O)(=O)N2CCc3ccccc3C2)cc1)c1nc2ccc(F)cc2s1
  4.61µM*	-30.5%	?	?	?	-98.4*	16.4µM*	?	?
- CC1(NS(=O)(=O)c2ccc(Cl)s2)CCS(=O)(=O)C1 (stereo unspecified)
  -1.3%	-17.0%	-0.1%	7.2%	22.7%	-6.8	-7.0%	-2.1%	5.5%
- COc1cccc(C#Cc2ccc3c(c2)O[C@H](CN(C)S(=O)(=O)c2ccccc2F)[C@H](C)CN([C@H](C)CO)S3(=O)=O)c1
  ·	0.7%	-7.1%	-8.1%	·	0.7	0.0%	11.9%	-17.8%
- OC1(c2cccs2)CN(c2ccccc2)C2=[N+]1CCCC2 (stereo unspecified)
  -1.2%	-28.2%	-3.3%	-1.1%	1.4%	-86.7*	3.3%	-8.4%	-5.5%
- CCCn1c(SCc2ccc(Cl)cc2)nc2c1c(=O)[nH]c(=O)n2C
  5.5%	-32.5%	?	?	-6.0%	-10.2	?	-25.7%	-1.5%
- COc1ccc2c(c1)c(C(=O)OCCN(C)C)c(C)n2C
  ?	6.7%	?	?	-2.7%	-69.3*	-2.2%	-9.6%	-9.6%
- CC(C)CCOc1ccc(Cl)cc1CN1CCOCC1
  17.0%	9.8%	6.2%	-4.1%	15.0%	3.1	-10.1%	-12.6%	43.6%[activator]
- CCCN1CCC(=O)N([C@H](COc2ccccc2)CC(C)C)CC1
  6.7%	2.1%	0.0%&3.5%	?	-1.3%	-9.5	0.7%	-5.1%	3.7%
- CC(C)Oc1cc(S(=O)(=O)N2CCCCC2)ccc1N
  1.9%	-4.2%	0.8%	6.6%	-5.9%	-9.6	3.8%	5.6%	8.0%
- CCOc1cc(C(=S)N2CCOCC2)ccc1OS(=O)(=O)c1ccc(OC)cc1
  6.4%	-2.0%	-17.8%	-9.6%	-0.3%	-28.5	-10.3%	-3.9%	-16.6%
- [O-]/[N+](=C/c1ccccc1)c1ccccc1
  14.4%	-7.3%	15.2%	15.7%	-3.6%	-8.3	10.7%	24.9%	10.4%
- COc1ccc(N2C(=O)CC(NNC(=O)c3cc(C)oc3C)C2=O)cc1 (stereo unspecified)
  2.59µM*	11.6%	-1.1%	0.0%	5.6%	-3.3	-0.5%	5.3%	-18.0%
- COc1ccc(CNC(=O)C[C@@H]2C=C[C@@H](NS(=O)(=O)c3cccc(OC)c3)[C@@H](CO)O2)cc1
  ·	-5.3%	-14.0%	0.2%	·	28.7	16.4%	9.4%	·
- O=C(Nc1ccc2c(c1)nc1n2CCSC1)c1ccco1
  11.1%	-20.5%[57.1 µM]	23.8%	0.0%	-1.0%	-10.9	7.0%	8.5%	?
- CCOc1ccccc1N1CCN(C(=O)c2ccc3[nH]c(C)c(C)c3c2)CC1
  ?	-3.4%	8.2µM*	6.51µM*	18.4µM*	28.8	·	·	·
- Cc1ccccc1NC(=O)N1CCCN(c2ccc(C#N)cn2)CC1
  -1.4%	-11.7%	-0.5%	2.0%	-4.4%	30.1	4.4%	3.0%	10.7%
- Cc1cccc(NC(=O)c2cnn(C)c2)c1C
  18.3%	9.8%	-0.6%	3.3%	0.8%	4.1	18.6%	13.0%	6.2%
- Cn1ccnc1SCc1cn2cc(Br)ccc2n1
  -3.9%	1.3%	12.2%	-12.8%	-8.4%	3.5	23.9%	18.6%	?
- COC(=O)c1ccc2nc(-c3cccc(Cl)c3)c(Cc3ccccc3)n2c1
  ·	-7.6%	?	?	·	29.0	-14.7%	5.1%	10.7%
- Cc1ccc[n+](Cc2ccc([N+](=O)[O-])cc2)c1
  -3.3%	-2.5%	-4.8%	0.0%	-5.1%	10.1	0.4%	-19.5%	-13.5%
- Cc1ccc(CNC(=O)C(=O)NCC2OCCCN2S(=O)(=O)c2ccc(F)cc2)cc1 (stereo unspecified)
  0.6%	-20.7%	14.7%	-7.7%	14.0%	0.0	-6.4%	-1.8%	-16.3%
- NC(=O)c1ccc(NCc2ccco2)c([N+](=O)[O-])c1
  -3.3%	-4.7%	?	-28.2%	-2.8%	-17.3	-1.4%	-2.3%	1.2%
- CCOC(=O)C1=C(CN2CC(C)CC(C)C2)NC(=O)NC1c1ccc2c(c1)OCO2 (stereo unspecified)
  -14.2%	2.1%	-24.2%	18.4µM*	?	0.0	-3.9%	-27.3%	·
- CC(=O)c1ccc(OCCCC(=O)NC(C)c2ccc(S(N)(=O)=O)cc2)cc1 (stereo unspecified)
  -2.7%	-0.7%	-19.7%	-0.7%	?	30.8	-0.4%	0.0%	·
- O=C(COc1ccc2ccc(=O)oc2c1)NCCN1CCOCC1
  ·	-9.2%	?	3.8%	·	-5.7	0.0%	13.1%	·
- CC(=O)Nc1cccc(NC(=O)CCN2C(=O)c3ccccc3S2(=O)=O)c1
  0.0%	-1.6%	3.6%	17.8%	17.6%	2.5	3.2%	-1.3%	-6.1%
- O=C(Cn1ccc(NC(=O)OCc2ccccc2)nc1=O)NCCc1ccccn1
  -1.6%	-1.4%	?	25.3%	-2.8%	8.2	11.2%	-5.1%	6.8%
- COc1ccc(N(CC(=O)NCc2ccco2)S(=O)(=O)c2ccccc2)cc1
  -2.3%	7.1%	10.2%	?	0.6%	-0.9	1.3%	0.8%	-14.1%
- COCc1cc(C)nc(NCCc2ccccc2)c1C#N
  -2.7%	-7.2%	-18.5%	?	4.2%	0.0	0.0%	2.0%	16.6%
- Cc1onc(-c2ccccc2Cl)c1C(=O)NCC(=O)O
  -1.9%	-6.8%	1.4%	3.8%	2.7%	44.5	13.2%	4.4%	6.3%
- COc1cc(OC)c(C(=O)OCC(=O)Nc2ccc(S(=O)(=O)N3CCOCC3)cc2)cc1OC
  -1.0%	0.7%	3.2%	-6.2%	-0.5%	-1.4	2.0%	2.9%	1.5%
- COc1c(Cl)cc(C(=O)Nc2ccc(Cl)cn2)cc1Cl
  1.4%	-2.2%	0.0%	-3.5%	-5.6%	14.4	-23.6%	-9.4%	-20.9%
- Cc1ccc(-c2nc3ncccc3o2)cc1NC(=O)c1cccs1
  0.4%	1.9%	-5.1%	-1.6%	-10.9%	-1.1	21.4%	7.2%	1.1%
- O=C(NC(=S)Nc1cccc2cc(O)ccc12)c1ccco1
  3.9%	-9.6%	?	-11.6%	-5.0%	-24.6	-4.4%	1.0%	0.1%
- C1=C\CCC2(OCCO2)C2(CC/1)OCCO2
  ·	3.3%	6.0%	1.5%	·	-1.6	15.8%	9.8%	·
- Cc1ccccc1OCc1nnc(SCc2nc3ccccc3c(=O)[nH]2)n1C
  -1.6%	-5.9%	23.6%	-1.2%	2.1%	9.7	6.2%	13.4%	-15.7%
- CCc1ccc(C(=O)Nc2nc3ccccc3[nH]2)cc1
  4.9%	8.0%	?	-24.2%	?	-0.1	?	?	5.01µM*
- Cn1c(SCC(=O)N2c3ccccc3Sc3ccc(Cl)cc32)nnc1-c1ccco1
  ?	-11.8%	16.9%	23.1µM*	0.6%	-12.9	7.4%	0.0%	-5.0%
- CCc1ccc(CN(C)C(=O)c2cc(COc3cccc4cnccc34)on2)cc1
  20.6µM*	-2.5%	?	-60.3%	-9.5%	-6.4	14.6µM*	?	·
- Cc1cc(C)c(OCCOCCN2CCNCC2)c(C)c1
  26.8%	-3.0%	-14.4%	0.0%	2.2%	-17.6	1.8%	-0.7%	-1.7%
- O=C(N=C1SC2CS(=O)(=O)CC2N1Cc1ccccc1)c1ccccc1 (stereo unspecified)
  ·	-9.0%	10.0%	-2.4%	·	-24.4	-1.6%	2.4%	·
- COc1ccc(-n2ncc(C(=O)N3CCN(c4ccc(F)cc4)CC3)c2C)cc1
  -0.9%	-0.1%	-5.1%	?	-42.4%[inhibitor]	·	-5.2%	-9.5%	5.7%
- CCc1ccc(NC(=O)c2ccc3c(c2)C(=O)N(Cc2ccco2)C3=O)cc1
  17.1%	-26.7%	7.3%	13.1%	1.1%	23.7	-1.9%	0.0%	3.3%
- Cc1ccc(NC(=O)CSc2nc3c(c(=O)[nH]2)CCC3)c(C)c1
  -4.2%	7.9%	-8.4%	-5.7%	0.8%	12.8	0.6%	1.0%	-4.1%
- CCCOc1ccccc1NC(=O)c1ccc(N)cc1
  2.2%	0.5%	12.6%	-7.8%	-3.8%	-20.2	-1.7%	-2.3%	-1.9%
- Cc1cc(O)c(N=Nc2ccc(C(=O)O)cc2)cc1C
  11.9%	1.6%	-23.2%	-22.9%	-10.8%	7.5	-0.2%	0.0%	14.4%
- COc1ccc([C@H]2CC(=O)C=C(c3cccc(Cl)c3O)C2)cc1OC
  -5.6%	-17.4%	1.9%	5.7%	-22.5%	-22.1	-10.7%	-13.4%	-12.9%
- COc1ccc(CC(=O)OCC(=O)Nc2ccc3[nH]c(=O)[nH]c3c2)cc1OC
  ·	-13.5%	3.4%	?	·	-1.5	18.6%	8.0%	·
- O=C(NCCc1c[nH]c2ccccc12)C1CCN(S(=O)(=O)c2ccc(F)cc2)CC1
  -4.4%	7.2%	-3.5%	-1.6%	5.7%	17.2	-2.2%	-0.6%	-11.6%

From PubChem
